Source: PubChem (National Center for Advancing Translational Sciences (NCATS))
Menin MLL FP TR: displaces Texas Red mutant MLL peptide from human menin; O00255; Menin + Texas Red MLL mutant peptide, fluorescence polarization; Potency, µM (titrated, usually from 61.6 µM), inactives show at the top dose FP activity change, negative = inhibition, hits mostly inhibitors; 270,000 tested, 0.23% active; AID 1768; active means well fitted inhibition curve with a large enough effect in the polarisation, with a control signal flat, not every such curve was filed as active; inconclusive means small, poorly fitted or top-dose-only effect, or effect the other way, or a change in a side signal; inactive means no such curve, though single readings can be large or run the other way; the % refers to the polarisation; further: % of control where 0% means no effect; many of its hits are not listed in these tables
Target sequence (O00255 whole entry, looked up): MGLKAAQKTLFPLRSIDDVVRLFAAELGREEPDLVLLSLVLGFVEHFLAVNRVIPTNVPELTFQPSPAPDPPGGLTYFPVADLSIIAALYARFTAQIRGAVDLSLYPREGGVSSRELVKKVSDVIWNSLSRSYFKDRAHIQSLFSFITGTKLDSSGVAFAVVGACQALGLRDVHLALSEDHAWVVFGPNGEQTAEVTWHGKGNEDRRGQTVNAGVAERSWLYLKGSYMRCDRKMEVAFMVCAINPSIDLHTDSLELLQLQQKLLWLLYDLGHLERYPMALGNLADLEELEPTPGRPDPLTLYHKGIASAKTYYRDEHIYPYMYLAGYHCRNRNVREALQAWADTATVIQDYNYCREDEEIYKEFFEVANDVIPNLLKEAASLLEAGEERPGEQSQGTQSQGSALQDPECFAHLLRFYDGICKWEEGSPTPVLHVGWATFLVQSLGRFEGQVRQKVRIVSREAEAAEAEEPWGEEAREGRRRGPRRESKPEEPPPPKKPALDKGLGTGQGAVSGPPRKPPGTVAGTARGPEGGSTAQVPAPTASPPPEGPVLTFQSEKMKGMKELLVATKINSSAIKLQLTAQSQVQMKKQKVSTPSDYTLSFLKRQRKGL
The depositor's hits bear a star; ? = inconclusive; [ ] = another dose, or the depositor's remark. Potency means the concentration at half of the fitted maximal effect. The list is partial; count on the stated rates, not on these rows.

SMILES	Menin MLL FP TR
C=C1N[C@]2(C(=O)COC(C)=O)[C@@H](C[C@H]3[C@@H]4CCC5=CC(=O)C=C[C@]5(C)[C@H]4[C@@H](O)C[C@@]32C)O1	2%
Cn1cc(C(=O)[C@@H]2CCc3[nH]cnc3C2)c2ccccc21	4%
COc1cc([C@@H]2c3cc4c(cc3[C@H](O)C3COC(=O)[C@@H]32)OCO4)cc(OC)c1OC (some centres undefined)	4%
O=C(OCc1ccccc1)c1cccnc1	-13%
O=c1[nH]c(=O)c2[nH]c(=O)[nH]c2[nH]1	9%
CN1c2cc(O)c(N=NC(N)=O)cc2CC1S(=O)(=O)O (centres undefined)	5%
CC1C(=O)N(C)C(=O)c2nc[nH]c21 (centres undefined)	32%[activator]
CC(C(=O)O)c1ccc2c(c1)Cc1cccnc1O2 (centres undefined)	-12%
Cc1cc(-n2nc3ccc(Cl)cc3n2)c(O)c(C(C)(C)C)c1	2%
CO/N=C(/C(=O)N[C@@H]1C(=O)N2C(C(=O)O)=C(CSc3nc(C)c(CC(=O)O)s3)CS[C@H]12)c1csc(N)n1	13%
FC(F)(F)C(F)(F)C(F)(F)C(F)(F)C(F)(F)C(F)(F)F	2%
Cc1c(C)c2c(c(C)c1OC(=O)CCC(=O)O)CC[C@@](C)(CCC[C@H](C)CCC[C@H](C)CCCC(C)C)O2	30%

The final two entries of the part before are carried over, then new ones follow:
SMILES	Menin MLL FP TR
FC(F)(F)C(F)(F)C(F)(F)C(F)(F)C(F)(F)C(F)(F)F	2%
Cc1c(C)c2c(c(C)c1OC(=O)CCC(=O)O)CC[C@@](C)(CCC[C@H](C)CCC[C@H](C)CCCC(C)C)O2	30%
NC(=O)C(c1ccccc1)(c1ccccc1)[C@@H]1CCN(CCc2ccc3c(c2)CCO3)C1	-6%
CCCCN1CC(O)C(O)C(O)C1CO (centres undefined)	7%
COc1ccc2c(c1)c(CC(=O)O)c(C)n2Cc1ccc(F)cc1	5%
CC(C)CN(C)c1nc(N)c(C(=O)N=C(N)N)nc1Cl	?
CCCCC/C(C=O)=C/c1ccccc1	-5%
CS(=O)(=O)CCNCc1ccc(-c2ccc3ncnc(Nc4ccc(OCc5cccc(F)c5)c(Cl)c4)c3c2)o1	?
Cc1ncc(CSSCc2cnc(C)c(O)c2CO)c(CO)c1O	11%
COc1cc2nc(N3CCN(C(=O)OCc4ccccc4)C(C(=O)NC(C)(C)C)C3)nc(N)c2cc1OC (centres undefined)	-9%
CCN(CC)C(=S)S	10%
CC[C@@H](C)[C@H]1O[C@]2(CC[C@@H]1C)C[C@@H]1C[C@@H](C/C=C(\C)[C@@H](O[C@H]3C[C@H](OC)[C@@H](O[C@H]4C[C@H](OC)[C@@H](O)[C@H](C)O4)[C@H](C)O3)[C@@H](C)/C=C/C=C3\CO[C@@H]4[C@H](O)C(C)=C[C@@H](C(=O)O1)[C@]34O)O2	?
CCCCCCCCCCCCCC[n+]1ccc(C)cc1	-3%
NC(=S)NCCCC(N)C(=O)O (centres undefined)	12%

Single values from the list.
For Menin MLL FP TR, `CCN(CC)C(=S)S` reads 10%
For Menin MLL FP TR, `COc1ccc2c(c1)c(CC(=O)O)c(C)n2Cc1ccc(F)cc1` reads 5%
For Menin MLL FP TR, `CCCCN1CC(O)C(O)C(O)C1CO` (centres undefined) reads 7%

Next structures.
SMILES	Menin MLL FP TR
CC(C)=CCC/C(C)=C/CC/C(C)=C/CSc1ccccc1C(=O)O	3%
CC(C)CCCC(C)CCCC(C)CCCCC(C)CCCC(C)CCCC(C)C (centres undefined)	-13%
C[C@H](Cn1cnc2c(N)ncnc21)OCP(=O)(O)O	-6%
N[C@H](Cc1c[nH]c2ccccc12)C(=O)O	11%
CC[C@H]1OC(=O)[C@H](C)C(=O)[C@H](C)[C@@H](OC2O[C@H](C)C[C@H](N(C)C)[C@@H]2O)[C@@](C)(OC)C[C@@H](C)C(=O)[C@@H](C)C2N(CCCCn3cnc(-c4cccnc4)c3)C(=O)O[C@@]21C (some centres undefined)	23%
CCC(C(=O)O)C1OC(C(C)C(O)C(C)C(=O)C(CC)C2OC3(C=CC(O)C4(CCC(C)(C5CCC(O)(CC)C(C)O5)O4)O3)C(C)CC2C)C(C)CC1C (centres undefined)	-14%
CC(=O)[O][Al][O]C(C)=O	11%
N[C@@H](CCCC(=O)O)C(=O)O	-1%
CC(C)CCC[C@@H](C)[C@H]1CC[C@H]2[C@@H]3CC[C@@H]4C[C@H](O)CC[C@]4(C)[C@H]3CC[C@]12C	-5%
CC(C)(COP(=O)(O)OP(=O)(O)OC[C@H]1O[C@@H](n2cnc3c(N)ncnc32)[C@H](O)[C@@H]1OP(=O)(O)O)C(O)C(=O)NCCC(=O)NCCS (some centres undefined)	1%
CCOC(=S)SSC(=S)OCC	-6%
CN(C)CCCN1c2ccccc2C(C)(C)c2ccccc21	-7%
NCCO/C=C/[C@H](N)C(=O)O	-2%
C[C@@]1(C2CCCC2)Cc2cc(OCC(=O)O)c(Cl)c(Cl)c2C1=O	?
N#Cc1c(-c2ccccc2)no[n+]1[O-]	0%
OC[C@H]1O[C@@H](n2cnc3c(NCCc4ccccc4)ncnc32)[C@H](O)[C@H]1O	-2%
NC(=O)C1CC2(NC(=O)NC2=O)c2cc(F)ccc2O1 (centres undefined)	2%
NC(=O)CCCCC1CCSS1 (centres undefined)	2%
COc1cc2c(cc1OC)CC(=O)N(CCCN(C)C[C@H]1Cc3cc(OC)c(OC)cc31)CC2	1%
CC(c1ncncc1F)[C@](O)(Cn1cncn1)c1ccc(F)cc1F (some centres undefined)	-9%
CC(NNC(=O)c1ccccc1)c1ccccc1 (centres undefined)	-6%
Cc1cccc(/C=C/c2ccccc2)n1	0%
CCOC(=O)C(C#N)=C(c1ccccc1)c1ccccc1	-7%
COC1=C(OC)C(=O)c2ccccc2C1=O	7%
CCCCS(=N)(=O)CC[C@H](N)C(=O)O (some centres undefined)	0%
CCCCC	7%
CC(C)C[C@H](NC(=O)C1OC1C(=O)O)C(=O)NCCCCN=C(N)N (some centres undefined)	4%
CCOC(=O)O[C@]1(C(=O)OCCl)CC[C@@H]2[C@H]3CCC4=CC(=O)C=C[C@]4(C)[C@@H]3[C@@H](O)C[C@@]21C	-10%
Cc1cn([C@H]2C[C@H](N=[N+]=[N-])[C@H](CO)O2)c(=O)[nH]c1=O	-6%
CCOCC(O)COc1ccc(NC(=O)CC[S+](C)C)cc1 (centres undefined)	?
CC1CC(O)CC(C)(C)C1 (centres undefined)	4%
CC(CCc1ccc(O)cc1)NCC(O)c1ccc(O)cc1 (centres undefined)	3%
CCN(CC)CCCC(C)Nc1cc(/C=C/c2ccccc2Cl)nc2cc(Cl)ccc12 (centres undefined)	3%
Clc1cccc(C(c2ccc3nc[nH]c3c2)n2ccnc2)c1 (centres undefined)	-9%
Cc1ccc2c(c1)C(N1CCN(C)CC1)=Nc1cccnc1N2	-3%
CCN(CC)CCOCCOC(=O)C(CC)(CC)c1ccccc1 (tested in a mixture with another compound)	-11%
CC(C)Nc1cccnc1N1CCN(C(=O)c2cc3cc(NS(C)(=O)=O)ccc3[nH]2)CC1	-2%
CCCCCCCCCCCCOCCCN	-14%
Nc1c(S(=O)(=O)O)cc(Nc2ccc(Nc3nc(Cl)nc(Nc4ccc(S(=O)(=O)O)cc4)n3)c(S(=O)(=O)O)c2)c2c1C(=O)c1ccccc1C2=O	?
CC(=O)Oc1cc(C)c(OC(C)=O)c2ccccc12	1%
CC[C@@H]1/C=C(\C)C[C@H](C)C[C@H](OC)[C@H]2O[C@@](O)(C(=O)C(=O)N3CCCC[C@H]3C(=O)O[C@H](/C(C)=C/[C@@H]3CC[C@H](Cl)[C@H](OC)C3)[C@H](C)[C@@H](O)CC1=O)[C@H](C)C[C@@H]2OC	3%
O=C1CC[C@H](C(=O)N[C@@H]2C[C@H]2c2ccccc2)N1	3%
O=C(O)C1CN(CCCP(=O)(O)O)CCN1 (centres undefined)	-4%
CCOC(C)=O	-4%
CCOC(=O)/C=C(C)/C=C/C=C(C)/C=C/c1c(C)cc(OC)c(C)c1C	-4%
Nc1nc(Cl)nc2c1ncn2[C@@H]1O[C@H](COP(=O)(O)OP(=O)(O)OP(=O)(O)O)[C@H](O)[C@H]1O	5%
CCCCCCCCCCCCCCCCCC(=O)OCC(O)CO (centres undefined)	13%
Clc1ccc(C(Cn2ccnc2)OCc2ccsc2Cl)c(Cl)c1 (centres undefined)	10%
O=C(Nc1ccc(Br)cc1)c1cc(Br)c(Br)s1	?
CS(=O)(=O)c1ccc([C@@H](O)[C@@H](COC(=O)CN)NC(=O)C(Cl)Cl)cc1	13%
Cc1nc(NS(=O)(=O)c2ccc(N)cc2)nc(C)c1Br	1%
O=CCCCC=O	-4%
O=C(O)CC[C@H](NC(=O)c1ccccc1C(=O)O)C(=O)O	-2%
CO[C@@H]1[C@@H](OC2OC(C)C(OC3CC(C)(O)C(OC(=O)CC(C)C)C(C)O3)C(N(C)C)C2O)[C@@H](CC=O)C[C@@H](C)C(=O)/C=C\C2O[C@H]2C[C@@H](C)OC(=O)C[C@H]1OC(C)=O (some centres undefined)	-6%
C[C@@H](O)[C@@H]1C(=O)N2C(C(=O)O)=C([C@H]3CCCO3)S[C@H]12	-9%
Nc1ncnc2c1nc(Br)n2C1O[C@H]2COP(=O)(O)O[C@@H]2C1O (some centres undefined)	0%
C=C1C(CCl)(CCl)C2(Cl)C(Cl)C(Cl)C1(Cl)C2(Cl)Cl (centres undefined)	10%
COC(=O)CCC[N+](C)(C)C	2%
NCCCCCCCCCCN	-1%
COc1cc2c(cc1O)CCC1C2CC[C@]2(C)[C@@H](O)CC[C@@H]12 (some centres undefined)	4%

Following part
SMILES	Menin MLL FP TR
CN1CCc2c(cc(O)c(O)c2Cl)C(c2cccc(Cl)c2)C1 (centres undefined)	-15%
CCOC(=O)[C@@H](N)CS	-2%
NCC1OC(O[C@@H]2[C@H](O)[C@@H](OC3C(O)C(N)CC(N)C3OC3OC(CO)C(O)C(O)C3N)O[C@@H]2CO)C(N)C(O)C1O (some centres undefined)	15%
NC(=S)N/N=C/c1cccnc1	-1%
CSC(N)=NCCC[C@H](N)C(=O)O	0%
N=C(N)SCCc1ccc(CCSC(=N)N)cc1	0%
COC(=O)C1=C(C)NC(C)=C(C(=O)OCCCN2CCC(c3ccccc3)(c3ccccc3)CC2)C1c1cccc([N+](=O)[O-])c1 (centres undefined)	4%
CC1=C[C@@H](O)CC(C)(C)[C@@H]1/C=C/C(C)=C/C=C/C(C)=C/C=C/C=C(C)/C=C/C=C(C)/C=C/C1=C(C)C[C@H](O)CC1(C)C	-17%
NC(=O)c1cc[n+](CC2=C(C(=O)O)N3C(=O)[C@@H](NC(=O)[C@@H](c4ccccc4)S(=O)(=O)[O-])[C@H]3SC2)cc1	8%
CC(C)=CCC1C(=O)N(c2ccccc2)N(c2ccccc2)C1=O	8%
FC(F)OC(Cl)C(F)(F)F (centres undefined)	-18%
O=C(O)c1cc(=O)c2c3nc4ccccc4oc-3cc(=O)c2[nH]1	40µM*

6 of the entries above in order of their number in Menin MLL FP TR, descending.
SMILES | Menin MLL FP TR
CC(C)=CCC1C(=O)N(c2ccccc2)N(c2ccccc2)C1=O | 8%
COC(=O)C1=C(C)NC(C)=C(C(=O)OCCCN2CCC(c3ccccc3)(c3ccccc3)CC2)C1c1cccc([N+](=O)[O-])c1 (centres undefined) | 4%
N=C(N)SCCc1ccc(CCSC(=N)N)cc1 | 0%
NC(=S)N/N=C/c1cccnc1 | -1%
CN1CCc2c(cc(O)c(O)c2Cl)C(c2cccc(Cl)c2)C1 (centres undefined) | -15%
FC(F)OC(Cl)C(F)(F)F (centres undefined) | -18%

Next section.
SMILES	Menin MLL FP TR
FCOC(C(F)(F)F)C(F)(F)F	3%
NO	12%
CCCCCCCCCCCCCCCCCC(=O)OC(CC(=O)O)C[N+](C)(C)C (centres undefined)	-9%
C[C@H](CN1c2ccccc2Sc2cccnc21)N(C)C	-6%
N[C@@H](CCC(=O)N[C@H](CSN=O)C(=O)NCC(=O)O)C(=O)O	-3%
CCC1=C[C@@H]2CN(C1)Cc1c([nH]c3ccccc13)[C@@](C(=O)OC)(c1cc3c(cc1OC)N(C)[C@@H]1[C@@](O)(C(=O)OC)[C@H](OC(C)=O)[C@]4(CC)C=CCN5CC[C@]31[C@@H]54)C2	-7%
O=C1c2ccccc2C(=O)C1c1ccc(F)cc1	-1%
CCN(CC)CCCN(c1ccccc1)C1Cc2ccccc2C1	-14%
CC(O)C(=O)O (centres undefined)	11%
CC(=O)N[C@H](C(=O)O)C(C)(C)SN=O	-2%
CCCC(=O)OC[C@@H](OC(=O)CCC)[C@@H](OC(=O)CCC)[C@H](Cn1c2nc(=O)[nH]c(=O)c-2nc2cc(C)c(C)cc21)OC(=O)CCC	-21%
CCOc1ccccc1OCCN[C@H](C)Cc1ccc(OC)c(S(N)(=O)=O)c1	7%

Grouped by structure, the compounds so far containing a cyano group (2)
SMILES	Menin MLL FP TR
N#Cc1c(-c2ccccc2)no[n+]1[O-]	0%
CCOC(=O)C(C#N)=C(c1ccccc1)c1ccccc1	-7%

Next section:
SMILES	Menin MLL FP TR
C[C@@H]1C(SC2Cn3cnc[n+]3C2)=C(C(=O)[O-])N2C(=O)[C@H]([C@@H](C)O)[C@@H]12 (some centres undefined)	-4%
c1ccc2[nH]ccc2c1	3%
CC(=O)/C(C)=N/O	-9%
N[C@H](Cc1ccc(O)c(O)c1)C(=O)O	?
CCCCCCCCCCCC[n+]1ccc2ccccc2c1	-8%
C=C1C(n2cnc3c(=O)[nH]c(N)nc32)C[C@H](O)[C@H]1CO (some centres undefined)	-1%
CC1C(=O)C(=O)C=CN1C (centres undefined)	12%
N=C1Sc2ccccc2C2=NCCCN12	8%
O=NN(CCCl)C(=O)NC1CCCCC1	13%
CN(C)c1cc2c(Nc3ccc4c(cnn4Cc4ccccc4)c3)ncnc2cn1	?
CC(N)(Cc1ccc(O)c(O)c1)C(=O)O (centres undefined)	-1%
